High-throughput results deposited in PubChem by National Center for Advancing Translational Sciences (NCATS).
FBPA Giardia inh = qHTS Assay for Inhibitors of Fructose-1,6-bisphosphate Aldolase from Giardia Lamblia; purified Giardia FBPA; Potency, µM (series often up to 59.6 µM), for inactives: at the highest dose activity, negative = inhibition, hits mostly inhibitors; 290,000 tested, 0.71% active; A8B2U2; active = well fitted inhibition curve with a large enough effect; inconclusive = small, poorly fitted or top-dose-only effect, or effect the other way; also: nearly all actives have a fitted effect of over 55% in size
Target sequence (A8B2U2 whole entry, looked up): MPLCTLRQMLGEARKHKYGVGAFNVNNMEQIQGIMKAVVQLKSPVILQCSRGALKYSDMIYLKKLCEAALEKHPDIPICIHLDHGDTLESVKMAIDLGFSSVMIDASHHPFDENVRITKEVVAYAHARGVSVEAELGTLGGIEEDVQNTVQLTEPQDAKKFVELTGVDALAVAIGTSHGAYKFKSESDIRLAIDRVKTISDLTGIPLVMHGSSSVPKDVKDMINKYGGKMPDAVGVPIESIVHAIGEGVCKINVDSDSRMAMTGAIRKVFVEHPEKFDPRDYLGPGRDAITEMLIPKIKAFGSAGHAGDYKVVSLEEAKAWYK
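40 nM FBPA preincubated 10 min at RT with compound (up to 57.5 uM final), then substrate plus GAPDH/TPI/NAD/arsenate coupling and diaphorase/resazurin added. Fluorescence read after 20 min at RT, 525/598 nm.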
* marks the source's active call; other numbers are inactive results; ? = inconclusive; & = joins results of further samples; [ ] = another dose, or the depositor's remark. % is scaled to controls: 0 for no effect and ±100 for the full control effect; potency is read from the fitted curve at half-maximal effect. This is a subset; rates above refer to the full screens.

item	compound	FBPA Giardia inh
1	CC[C@H](C)[C@H](NC(=O)CNC(=O)[C@H](CCCNC(=N)N)NC(=O)[C@H](CO)NC(=O)[C@H](C)NC(=O)[C@H](Cc1ccc(O)cc1)NC(=O)[C@H](Cc1c[nH]c2ccccc12)NC(=O)[C@H](C)NC(=O)[C@@H]1CCCN1C(=O)[C@H](CC(N)=O)NC(=O)[C@@H](NC(=O)[C@H](CC(=O)O)NC(=O)[C@@H]1CCCN1C(=O)[C@@H](N)[C@@H](C)O)[C@@H](C)CC)C(=O)N[C@@H](CCCNC(=N)N)C(=O)N1CCC[C@H]1C(=O)N[C@H](C(=O)NCC(=O)N[C@@H](CCCNC(=N)N)C(=O)N[C@@H](Cc1ccccc1)C(N)=O)C(C)C	9.9%
2	Cc1noc(C)c1C(=O)N1CCC2(CCCN(C(c3ccccc3)c3ccccc3)C2)CC1	3.7%
3	C[C@H](NC(C)(C)C)C(=O)c1cccc(Cl)c1	0.8%[21.7 µM]
4	COc1cc(C2CC(=O)Oc3c(C(C)C)ccc(C)c32)cc(OC)c1OC (stereo unspecified)	-1.9%[89.2 µM]
5	COCCc1ccc(OC[C@H](O)CNC(C)C)cc1	2.0%[21.7 µM]
6	CC(C)[C@@H](CC(=O)N[C@@H]1CCNC[C@H]1C(=O)N[C@H](CC(=O)N[C@@H](CCC(=O)O)CC(=O)O)Cc1c[nH]c2ccccc12)NC(=O)C[C@H](Cc1c[nH]c2ccccc12)NC(=O)[C@@H]1CCCC[C@H]1N	-22.0%
7	CNC(=O)[C@@H]1C[C@H]1[C@@H](NP(=O)(c1ccccc1)c1ccccc1)c1ccccc1	-10.2%
8	CC1CC[C@@]2(OC1)OC1C(O)C3C4CC[C@H]5CC(O[C@@H]6O[C@@H](CO)[C@H](OC7OC(CO)C(O)C(OC8OCC(O)C(O)[C@H]8O)[C@@H]7O[C@@H]7OC(CO)[C@H](O)[C@@H](O[C@@H]8OC(CO)C(O)C(O)C8O)C7O)C(O)C6O)C(O)C[C@]5(C)C4CC[C@]3(C)C1C2C (stereo partly specified)	10.8%
9	COc1ccc(Oc2ncc3nc(-c4ccc(F)cc4)c(=O)n(C4CC4)c3n2)cc1	5.9%
10	CN1C2CC(=O)CC1C(O)C2 (stereo unspecified)	5.6%
11	COc1cccc(Cn2c(=O)c(-c3cccs3)nc3cnc(Nc4ccccc4)nc32)c1	5.1%
12	COC(=O)[C@@H]1C2CC3c4[nH]c5cc(OC)ccc5c4CCN3CC2C[C@H](OC(=O)c2cc(OC)c(OC)c(OC)c2)C1OC (stereo partly specified)	?
13	COc1ccc(OC)c(C2=Nn3c(nnc3-c3ccccc3O)SC2)c1	-11.0%
14	COCCn1c(=O)c(-c2ccc(Cl)cc2)nc2cnc(N3CCNCC3)nc21	-0.2%
15	C=C(CC1(C(C)NP(=O)(c2ccccc2)c2ccccc2)CC1)c1ccccc1 (stereo unspecified)	-1.1%
16	CC(=O)N1CCC[C@@]2(CCN(c3ccccc3)C2)C1	-19.6%
17	CCOC(=O)CNC(=O)O[C@H]1C(=O)c2cc(OC)ccc2O[C@@H]1c1ccc(OC)c(Br)c1	-0.1%
18	CCNc1ncc2nc(C)c(=O)n(Cc3ccc(F)cc3)c2n1	5.2%
19	COC(=O)NC(c1ccco1)[C@]1(C(C)=O)CCCC1=O (stereo partly specified)	1.7%[12.9 µM]
20	COc1ccc(-n2c(=O)c(-c3ccc(F)cc3)nc3cnc(N4CCOCC4)nc32)cc1	-8.4%
21	NCC1CCC(C(=O)O)CC1 (stereo unspecified)	6.5%
22	C=CC1=C2C=C(C3CC3)N(CCCCO)C=C2C(=O)C(C)(OC(=O)c2ccco2)C1=O (stereo unspecified)	?
23	O=C(N/N=C1/C[C@@H](O)[C@@H](O)[C@@H]2[C@@H]3C(=O)N(Cc4ccccc4)C(=O)[C@H]3CC[C@@H]12)OCc1ccccc1	4.3%[12.9 µM]
24	COC(=O)C12C/C=C\Cc3ccccc3[C@@H]1CNC2=O (stereo partly specified)	-1.2%

Exported with each value named: entries from further up
22: C=CC1=C2C=C(C3CC3)N(CCCCO)C=C2C(=O)C(C)(OC(=O)c2ccco2)C1=O (stereo unspecified)
  FBPA Giardia inh: ?

20: COc1ccc(-n2c(=O)c(-c3ccc(F)cc3)nc3cnc(N4CCOCC4)nc32)cc1
  FBPA Giardia inh: -8.4%

24: COC(=O)C12C/C=C\Cc3ccccc3[C@@H]1CNC2=O (stereo partly specified)
  FBPA Giardia inh: -1.2%

13: COc1ccc(OC)c(C2=Nn3c(nnc3-c3ccccc3O)SC2)c1
  FBPA Giardia inh: -11.0%

Returning to the listing with the two entries that preceded the break.
item	compound	FBPA Giardia inh
23	O=C(N/N=C1/C[C@@H](O)[C@@H](O)[C@@H]2[C@@H]3C(=O)N(Cc4ccccc4)C(=O)[C@H]3CC[C@@H]12)OCc1ccccc1	4.3%[12.9 µM]
24	COC(=O)C12C/C=C\Cc3ccccc3[C@@H]1CNC2=O (stereo partly specified)	-1.2%
25	COc1ccc(C2=Nn3c(nnc3-c3cccc(OC)c3OC)SC2)cc1OC	7.5%
26	CN(C)CCc1c[nH]c2ccc(CC3COC(=O)N3)cc12 (stereo unspecified)	0.6%
27	COC(=O)N[C@@H](CCc1ccccc1)[C@]1(C(=O)OC)CCCC1=O	3.8%
28	Cn1cccc1C(=O)N1CCC2(CC1)CCN(c1ccncc1)CC2	-0.3%
29	NC(Cc1cccc(-c2ccccc2CP(=O)(O)O)c1)C(=O)O (stereo unspecified)	-1.1%
30	CN1[C@@H]2CC[C@H]1CC(OC(c1ccc(F)cc1)c1ccc(F)cc1)C2 (stereo partly specified)	6.8%
31	N=C(N)N	1.1%
32	C/C=C1\COC(C(=O)NCCOCCO)(C(F)(F)F)C=C1C=C1CCCCC1 (stereo unspecified)	0.3%
33	C=CC1=C(C)C2=NC1=CC1=NC(=CC3=NC(=CC4=NC(=C2)C(C)=C4CCC(=O)O)C(CCC(=O)O)=C3C)C(C=C)=C1C.[Zn]	?
34	c1cnc(N2CCCC3(CCNCC3)C2)nc1	6.8%
35	O=c1cc(-c2ccc(O)cc2)oc2c([C@H]3O[C@@H](CO)[C@@H](O)[C@@H](O)[C@@H]3O)c(O)cc(O)c12	7.3%[21.7 µM]
36	COC(=O)[C@@H](NC(=O)N1CCc2nc(-c3ccccc3)c3c(c2C1)CO[C@@H](C)C3)C(C)C	2.5%[12.9 µM]
37	CCCCc1ccc2nc(NC(=O)OC)[nH]c2c1	-3.6%[21.7 µM]
38	Cc1cnc(CNc2ncnc3ccc(-c4ccc5c(c4)OCO5)cc23)cn1	-8.0%
39	COC(=O)N1CCC2(CCCN(C(=O)Nc3ccc(OC)cc3)C2)CC1	-6.7%
40	CC(=O)c1ccc(C2CC34CNS(=O)(=O)C3CC2O4)cc1 (stereo unspecified)	1.5%
41	O=C1[C@H]2[C@H]3[C@H](O)[C@H](O)C/C(=N/OC[C@@H](O)COCc4ccco4)[C@H]3CC[C@@H]2C(=O)N1C1CCCCC1	2.7%[12.9 µM]
42	CCC1(O)CC2CN(CCc3c([nH]c4ccccc34)[C@@](C(=O)OC)(c3cc4c(cc3OC)N(C=O)C3[C@]45CCN4CC=C[C@@](CC)([C@@H](OC(C)=O)[C@]3(O)C(=O)OC)[C@H]45)C2)C1 (stereo partly specified)	1.6%
43	Cc1ccc2c(c1)C(=O)[C@@]1(O)CCN(c3ccccc3)C1=N2	5.0%
44	C[C@@H](C(=O)O)c1ccc(-c2ccccc2)c(F)c1	?
45	O=C(O)c1ccccc1Nc1cc(Cl)cc(Cl)c1	?
46	c1ccc(N2CC[C@@]3(CCCNC3)C2)nc1	-5.7%
47	COc1ccc(C(=O)N2CCC3(CCN(Cc4ccc(C#N)cc4)CC3)CC2)cc1	1.1%
48	N=C(N)S/C=C\C(=O)O	-28.2%
49	COC/C=C/C1=CC2=CC(=O)C(C)(OC(=O)c3cccs3)C(=O)C2=CO1 (stereo unspecified)	0.5%
50	CS(=O)(=O)N1CCC2(CCCN(C(=O)Nc3cccc(C#N)c3)C2)CC1	-10.4%
51	CC(=O)N(C)C	3.8%
52	O=C(O)CCC1NCC2CC1CN1CCCCC21 (stereo unspecified)	-12.8%
53	COc1cc2c(cc1OC)C(c1ccc(N)cc1)=NNC(=O)C2	5.5%
54	CC(C)CO/N=C1/C[C@@H](O)[C@@H](O)[C@@H]2[C@@H]3C(=O)N(C4CCCCC4)C(=O)[C@H]3CC[C@@H]12	-0.5%[12.9 µM]
55	Cc1ccccc1-c1ccc2ncnc(N(C)Cc3ccco3)c2c1	-4.5%
56	N#Cc1nc(NCCCO)nc(Nc2ccccc2)n1	-1.2%
57	COc1ccc(C2/C=C\CN(CC(C)C)C(Cc3ccccc3)C(=O)N2Cc2ccc(F)cc2)cc1 (stereo unspecified)	-0.2%
58	CC(=O)OCC(NC(=O)C(C)NC(=O)OC(C)(C)C)C1OC(n2cc(C)c(=O)[nH]c2=O)C(OC(C)=O)C1OC(C)=O (stereo unspecified)	2.1%
59	COC(=O)[C@H](C)NC(=O)C/C=C\[C@@H](C)[C@@H](CO)OC	2.8%[12.9 µM]
60	Cc1ccccc1-c1nc(N(C)Cc2ccco2)c2ccccc2n1	-4.5%
61	Cc1noc(C)c1-c1ccc2ncnc(NCc3cccc(Cl)c3)c2c1	-3.5%
62	COc1ccc(-c2nc3cnc(N4CCN(C)CC4)nc3n(Cc3ccc(F)cc3)c2=O)cc1	1.0%
63	O=C(O)C=Cc1ccc(Cn2ccnc2)cc1	-26.4%
64	O=C1C=C[C@@H](O)[C@@H]2[C@H]3C(=O)N(c4ccc(F)cc4F)C(=O)[C@@H]3CC[C@@H]12	-0.3%[12.9 µM]
65	COc1cccc(/C=C/C2=CC3(C)CC2(C)C(c2cccc(OC)c2)CC3=O)c1 (stereo unspecified)	1.2%[12.9 µM]
66	COC(=O)C1(Cc2ccccc2)C2c3cc(C(=O)N4CCCC4)n(Cc4ccc(OC(F)(F)F)cc4)c3CC2CN1C(=O)c1ccccc1 (stereo unspecified)	-6.6%
67	N#Cc1cc2[nH]c(=O)c(=O)[nH]c2cc1[N+](=O)[O-]	-4.6%&-7.7%
68	CC(C)C[C@H](NC(=O)CNC(=O)[C@H](C)NC(=O)[C@H](CC(C)C)NC(=O)[C@H](CCCNC(=N)N)NC(=O)[C@H](Cc1cnc[nH]1)NC(=O)[C@@H](NC(=O)[C@@H](NC(=O)[C@@H]1CSSC[C@H](NC(=O)[C@@H](N)CO)C(=O)N[C@@H](CC(N)=O)C(=O)N[C@@H]([C@@H](C)O)C(=O)N[C@@H](C)C(=O)N[C@@H]([C@@H](C)O)C(=O)N1)C(C)C)[C@@H](C)O)C(=O)N[C@@H](CC(C)C)C(=O)N[C@@H](CO)C(=O)N[C@@H](CCCNC(=N)N)C(=O)N[C@@H](CO)C(=O)NCC(=O)NCC(=O)N[C@H](C(=O)N[C@H](C(=O)N[C@@H](CCCCN)C(=O)N[C@@H](CC(=O)O)C(=O)N[C@@H](CC(N)=O)C(=O)N[C@@H](Cc1ccccc1)C(=O)N[C@H](C(=O)N1CCC[C@H]1C(=O)N[C@H](C(=O)N[C@@H](CC(N)=O)C(=O)N[C@H](C(=O)NCC(=O)N[C@@H](CO)C(=O)N[C@@H](CCCCN)C(=O)N[C@@H](C)C(=O)N[C@@H](Cc1ccccc1)C(N)=O)C(C)C)[C@@H](C)O)C(C)C)C(C)C)C(C)C	-3.3%
69	CNc1nc(-c2ccccc2CN(C)C)nc2ccccc12	1.2%
70	O=c1cnc2cnc(Nc3ccccc3)nc2n1Cc1cccs1	1.7%
71	C/C=C1\C[C@H](C)[C@@](O)(CO)C(=O)OCC2=CCN3CC[C@@H](OC1=O)[C@@H]23	-1.9%[21.7 µM]
72	COC(=O)NC(c1cccc(C)c1)[C@]1(C(C)=O)CCCC1=O (stereo partly specified)	0.5%[12.9 µM]
73	COCOc1cc(OC)ccc1C(=O)/C=C/c1cccc(C(F)(F)F)c1	-0.7%
74	CCC1CN2CCC1CC2C(O)c1ccnc2ccccc12 (stereo unspecified)	1.9%
75	C=CCOC(=O)C(C(=O)CC)C(NC(=O)OC)c1ccc(F)cc1 (stereo unspecified)	2.6%[12.9 µM]
76	CC(N)=NCc1cccc(CN)c1	1.7%&1.8%&-2.6%
77	COC(=O)[C@H](CCSC)NC(=O)c1ccc(NC[C@@H](N)CS)cc1-c1ccccc1	-14.5%
78	CCOc1ccccc1-c1ccc(C(=O)O)o1	26.1%[136 µM]
79	Cc1nc2cnc(N3CCN(C)CC3)nc2n(-c2ccccc2)c1=O	5.0%
80	NC(C(=O)NC1C(=O)N2C(C(=O)O)=C(Cl)CSC12)c1ccccc1 (stereo unspecified)	?
81	CCCC[C@H](NC(=O)[C@H](CC(C)C)NC(=O)[C@@H](Cc1c[nH]c2ccccc12)NC(=O)[C@H](Cc1ccccc1)NC(=O)[C@@H](Cc1c[nH]c2ccccc12)NC(=O)[C@H](CC(N)=O)NC(=O)[C@@H](Cc1c(Cl)cccc1Cl)NC(=O)[C@@H]1CCCN1C(=O)[C@H](Cc1ccccn1)NC(=O)[C@@H]1CCCN1C(=O)[C@H](N)CCCCNC(=O)c1cccnc1)C(N)=O	2.5%
82	CCC1CC=CC2C1C(=O)N(Cc1ccccc1)C2c1cc(C)ccc1F (stereo unspecified)	-0.6%
